SRC3 TRFRET art = TR-FRET artefact, counter-screen to PPARgamma/SRC-3 agonist assay; TR-FRET ratio at 8 µM; 0.39% of 99,000 active; PPARgamma/SRC-3 format; active compounds read high; in the data active = TR-FRET ratio above about 2000; note: inactives centre near 1600; reference of the scale not given here
SRC1 TRFRET art = counter-screen for PPARgamma SRC-1 recruitment agonists: TR-FRET artefact; TR-FRET detection artefact counter-screen, emission ratio; active compounds read high; TR-FRET ratio at 8 µM; 0.34% of 99,000 active; AID 1051; in the data active = TR-FRET ratio above about 2300; note: inactives centre near 1800; reference of the scale not given here
Starred values were filed as active, the others as inactive. An excerpt; count on the stated rates, not on these rows.

compound,SRC1 TRFRET art,SRC3 TRFRET art
CCCOC(=O)CC1C(=O)NCCN1Cc1cc(OC)cc(OC)c1 (centres undefined),1630,1576
O=C(NC1CCCCC1)C1CCCN(S(=O)(=O)c2ccc(Br)s2)C1 (centres undefined),1862,1468
O=C(Nc1cccc(Cl)c1)c1ccc(OC(=S)N2CCOCC2)cc1,1954,1756
O=c1nc2c(O)cccn2c2c1c(=O)[nH]c1ccccc12,1714,1640
CCCCCNS(=O)(=O)c1cc(C)ccc1OC,1824,1703
Cc1cc(C)n2nc(CC(=O)NCc3ccccc3Cl)nc2n1,1708,1635
COc1ccc(NS(=O)(=O)c2ccc(NC(C)=O)cc2)c(OC)c1,1868,1643
CC(C)C(NC(=O)OCc1ccccc1)C(=O)N1CCOCCOCCOCC1 (centres undefined),1554,1344

(next part)
compound,SRC1 TRFRET art,SRC3 TRFRET art
Cc1ccc(COc2ccccc2C(=S)N2CCCC2)cc1,1791,1547
CCCCNC(=S)N1CCN(CC)CC1,2245,1326
O=C(O)CN=C(NS(=O)(=O)c1ccc(Cl)cc1)c1ccc(F)cc1,1874,1534
Cc1cc(-c2ccc([N+](=O)[O-])cc2)nc2ccccc12,1621,1328
O=C1/C(=C\c2cccs2)Sc2ccc3ccccc3c21,1833,1490
Cc1ccccc1C1C2=C(Nc3[nH]n(-c4ccccc4)c(=O)c31)c1ccccc1C2=O (centres undefined),1991,1593
CCN(CC)CCNS(=O)(=O)c1ccc(/C=C/C(=O)O)cc1,1770,1545
COCCNC(=O)CSc1ccc(Cl)cc1,1581,1519

(list continues)
compound,SRC1 TRFRET art,SRC3 TRFRET art
COc1ccccc1/C=C1\SC(=S)N(CCC(=O)NCCCN2CCOCC2)C1=O,1571,1700
COc1ccc(OC)c(CNC(=O)C2CCN(C(=O)N(C)C)CC2)c1,1882,1660
CC(C)P(=O)(c1cccc(C(=O)O)c1)C(C)C,2001,1585
CCCC(=O)c1cc2c(cc1NC(=O)c1ccccc1F)OCCO2,1418,1537
CCCC1N2CC3([N+](=O)[O-])CN1CC([N+](=O)[O-])(C2)C3(C)C (centres undefined),1949,1643
CN1/C(=C/c2cc[n+](C)c3ccccc23)C=Cc2ccccc21,2343*,2217*
Cc1cc(C)c(C(=O)N2CCCC(C(=O)c3cc(F)ccc3F)C2)o1 (centres undefined),1900,1666
Oc1ccccc1C1=Nc2ncnn2C(c2ccccc2)C1 (centres undefined),1972,1867

Further entries
compound,SRC1 TRFRET art,SRC3 TRFRET art
N#Cc1cccn1-c1nccs1,1635,1617
CC(=O)NN1C(=O)/C(=C/c2ccc(C(C)C)cc2)SC1=S,1577,1322
O=C(O)c1ccc(-c2nc3ccccc3[nH]2)cc1,1886,1739
CCOc1c(Br)cc(/C=N\NC(=O)c2ccccc2)cc1OC,1811,1793
Cc1cc(C)cc(NC(=O)N2CCC(C(=O)c3ccc(F)cc3)CC2)c1,1751,1513
Cc1ccc(/C=N/NC(=O)C2CC(=O)N(c3ccccc3)C2)s1 (centres undefined),1526,1511
Cc1cc(SCC(=O)NCCN2C(=O)CSC2=O)nc2ccccc12,1933,1747
CCN1C/C(=C\c2cccc([N+](=O)[O-])c2)C(=O)/C(=C/c2cccc([N+](=O)[O-])c2)C1,1810,1624

Next part
compound,SRC1 TRFRET art,SRC3 TRFRET art
COC(=O)C(CO)NC(=O)C(C)NC(=O)CNC(=O)OCc1ccccc1 (centres undefined),1664,1502
CN(CCOC(=O)/C=C/c1ccco1)Cc1ccccc1,1863,1600
Cc1ccc(NC(=O)CSC2=NN3CCCC(=O)N=C3S2)c(C)c1,1758,1438
CC(C)(C)n1nnnc1C(c1cccnc1)N1CCOCC1 (centres undefined),1441,1600
O=C(O)CCN1C(=O)c2ccc(NC(=O)CSc3ccccc3)cc2C1=O,1544,1454
COc1ccc(C(C)=O)cc1COc1ncnc2ccccc12,1761,1416
C(=Nc1ccc(Nc2ccccc2)cc1)c1ccc2ccccc2c1,1564,1383
CNc1nc(Nc2ccccc2)nc(OCC(F)(F)F)n1,1947,1653

Next section.
compound,SRC1 TRFRET art,SRC3 TRFRET art
CCN(CC(=O)Nc1ccc(Cl)c(C(F)(F)F)c1)CC(=O)NC1CCS(=O)(=O)C1 (centres undefined),1637,1406
CCOc1cc(N2CCOCC2)c(OCC)cc1NC(=O)c1cc(C)nc2ccccc12,1991,1522
CC(C)(C)C(=O)NC(=S)Nc1cccc(C(=O)O)c1,1761,1378
CC(C)(C)CC(=O)NC(=S)Nc1ccccc1[N+](=O)[O-],1736,1489
CC(On1nnc2ccccc21)C(=O)N1CCN(Cc2ccccc2)CC1 (centres undefined),1516,1458
O=C(CSc1nnc(-c2ccncc2)o1)N1CCCC1,1723,1516
CCN(C(=S)Nc1cccnc1)c1cccc2ccccc12,2134,1427
CCOC(=O)Cc1csc(NC(=O)COc2ccc(N(C)S(=O)(=O)c3cccs3)cc2)n1,1707,1482

Next part
compound,SRC1 TRFRET art,SRC3 TRFRET art
Cc1ccc(NCc2ccccc2F)cc1,1812,1575
N#Cc1c(N)nc2c(c1N)CC(C(F)(F)F)O2 (centres undefined),1691,1716
Nc1nc(N2CCN(C(c3ccccc3)c3ccccc3)CC2)n[nH]1,1879,1584
CCCc1cc(=O)[nH]c(SCC(=O)c2ccc3c(c2)OCCO3)n1,1931,1413
CC1=CC(C)(C)N(C(=O)CNC2CCCC2)c2cc(C)ccc21,1658,1653
COc1ccccc1CN1C[C@@H]2C[C@@H](c3ccc(Cl)cc3)N3CCC[C@@]23C1=O,1760,1584
O=C(CN1CCN(S(=O)(=O)c2cc(Cl)ccc2Cl)CC1)Nc1ccc2c(c1)OCCO2,1767,1403
CCOC(=O)c1nn(-c2ccccc2)c2nc(-c3ccc(OC)cc3)c(C#N)c(=O)n12,1807,1650

Compound profiles, as listed above:
CCCc1cc(=O)[nH]c(SCC(=O)c2ccc3c(c2)OCCO3)n1 reads SRC1 TRFRET art = 1931; SRC3 TRFRET art = 1413
O=C(CN1CCN(S(=O)(=O)c2cc(Cl)ccc2Cl)CC1)Nc1ccc2c(c1)OCCO2 reads SRC1 TRFRET art = 1767; SRC3 TRFRET art = 1403

The listing continues:
compound,SRC1 TRFRET art,SRC3 TRFRET art
Cc1cccc(/C(N)=N/OC(=O)c2ccc(F)cc2)c1,2137,1388
C=CCn1c(COc2cccc(C)c2)nnc1SCC(=O)c1c[nH]c2c(CC)cccc12,1736,1768
Cc1ccc(OCC(=O)NC(=S)Nc2cccc(C)n2)cc1,1809,1640
CC(=O)NC(Cc1ccccc1F)C(=O)NC1CCN(c2ncccc2[N+](=O)[O-])CC1 (centres undefined),1719,1656
NS(=O)(=O)c1ccc(CCNC(=O)CSc2nc3ccccc3c(=O)n2CCN2CCOCC2)cc1,1886,1409
Cc1cc(C)nc(NCC(O)CNc2ccccc2Cl)n1 (centres undefined),1753,1672
CC(C)(C)n1nc2c(c1NC(=O)COc1ccccc1F)CS(=O)(=O)C2,1692,1655
COCCNC(=S)N1CCN(c2nc3ccccc3s2)CC1,1935,1599

The last 2 records of the section before are carried over, then new ones follow:
compound,SRC1 TRFRET art,SRC3 TRFRET art
CC(C)(C)n1nc2c(c1NC(=O)COc1ccccc1F)CS(=O)(=O)C2,1692,1655
COCCNC(=S)N1CCN(c2nc3ccccc3s2)CC1,1935,1599
O=C(COC(=O)/C=C/c1cccc(C(F)(F)F)c1)NCc1ccc(F)cc1,1442,1426
O=C(Nc1nccs1)C(c1ccccc1)N1CCCC1 (centres undefined),1750,1623
CN(C(=O)c1ccncc1)c1nnc(-c2cccnc2)s1,1959,1852
COc1ccc(OCC(=O)Nc2ccccc2C(=O)N2CCOCC2)cc1,1806,1528
O=C(COC(=O)CNS(=O)(=O)c1ccccc1)NC12CC3CC(CC(C3)C1)C2,1862,1707
CCN(CCn1cccn1)Cc1cn[nH]c1-c1ccc(-c2ccccc2)cc1,1544,1710
Cc1cccc(N/C(N)=N/c2nc(C)cc(=O)[nH]2)c1,1803,1736
COc1ccc(C2=[N+]([O-])C(C)(C)C(c3ccccc3)=N2)cc1,1862,1490

(further entries)
compound,SRC1 TRFRET art,SRC3 TRFRET art
N#C/C(=C/c1cn(-c2ccccc2)nc1-c1cccc(OCc2ccc(F)cc2)c1)C(=O)NCCCn1ccnc1,1859,1820
Cc1ccc(CNC(=S)Nc2ccc(OC(F)F)cc2C)cc1,1776,1545
O=C(NC1CCCCCCC1)C1CCC(CNc2c(N3CCCC3)c(=O)c2=O)CC1 (centres undefined),2032,1800
Cc1ccc(OCC(=O)Nc2ccc3c(c2)OCO3)c(C)c1,1722,1524
CCOC(=O)c1ccc(NC(=S)N(CCCN2CCN(CC)CC2)Cc2ccco2)cc1,1825,1736
O=C(COC(=O)c1cc(S(=O)(=O)N2CCCCC2)ccc1N1CCOCC1)NCCc1ccc(F)cc1,1687,1636
O=C(NCc1ccco1)C(=S)N1CCCC1,1845,1516
Cc1cc(=O)[nH]c(N/N=C/c2c(C)oc3ccccc23)n1,1621,1600

More compounds follow.
compound,SRC1 TRFRET art,SRC3 TRFRET art
O=c1c2cn[nH]c2[nH]c(=S)n1-c1cccc(Cl)c1,1833,1655
COc1ccc(-c2cnc3c(c2)CCC3(C#N)C#N)cc1,1941,1387
CNC(=S)N/N=C(\C)c1ccc(N2CCOCC2)cc1,1927,1754
Fc1ccccc1CN1CCCN(C(=S)Nc2cccc(Cl)c2)C1,1876,1467
O=C(CSc1nc2ccccc2c(=O)n1CCC(=O)N1CCN(c2ccccc2)CC1)NCC1CCCO1 (centres undefined),1699,1384
COCCN=c1scc(-c2cc(OC)ccc2OC)n1/N=C/c1c[nH]c2ccccc12,1926,1373
Cn1nc(C(=O)NNc2c(F)c(F)cc(F)c2F)c2ccccc2c1=O,1916,1703
Cc1cc(C)c[n+](-c2nc3ccccc3nc2C(=C=[N-])C#N)c1,1851,1557

Next section
compound,SRC1 TRFRET art,SRC3 TRFRET art
Cc1ccc2c(c1)C(=O)c1c(C(=O)O)cccc1-2,1781,1617
COc1ccc(Br)cc1CN(C)CC(=O)Nc1c(Cl)ccc(C)c1Cl,1825,1567
Cc1cccc(NC(=O)c2sc3nc(N)c(C#N)cc3c2N)c1,1795,1734
O=C(NCc1ccccn1)c1cc(-c2ccccc2)nc2ccccc12,1648,1462
CCCN(Cc1nc(-c2ccc(Cl)cc2)no1)CC1CCCO1 (centres undefined),1551,1636
O=C(/C=C/c1cccs1)NC(=S)NNC(=O)c1ccccc1O,1922,1665
Cc1ccc2nc(Cl)c(/C=N/n3c(C)nnc3C)cc2c1,1596,1426
O=C(O)C1CCCCN1S(=O)(=O)c1cccc2nsnc12 (centres undefined),1741,1413

Carrying on.
compound,SRC1 TRFRET art,SRC3 TRFRET art
CCN(/N=C/c1ccc(N(C)C)cc1)c1nc2ccccc2[nH]1,2085,1429
O=c1[nH]cc(C(F)(F)F)cc1NS(=O)(=O)c1ccccc1[N+](=O)[O-],1887,1633
COc1cc(Cl)c(C)cc1NC(=O)CNC(C)c1ccccc1OC (centres undefined),1703,1454
COc1cccc(N2CCN(C(=O)c3cccn4c(=O)c5c(C)c(C)sc5nc34)CC2)c1,1706,1529
COc1ccc(NC(=O)C2=C(C)NC(=O)NC2c2cccs2)c(OC)c1 (centres undefined),1613,1598
CC(=C/c1ccccc1)/C=N/NC(=O)CSc1nc(C)cc(C)n1,1805,1696
CSc1ccc(/C=N/NC(=O)c2cc(O)cc(O)c2)cc1,1880,1541
CCCCCCCCNc1nc(Cl)nc(NCCN2CCOCC2)n1,1735,1600

Remaining list, next part:
compound,SRC1 TRFRET art,SRC3 TRFRET art
Cc1nc2cc(NS(=O)(=O)c3ccccc3)ccc2n1C,1714,1568
CCCCCCCCNC(=O)/C(C#N)=C/c1ccc2c(c1)OCCO2,1797,1687
CC1(C)C2CCC1(CS(=O)(=O)Nc1ccccc1)C(=O)C2 (centres undefined),1634,1821
COc1cc(/C=C(\C#N)C(=O)NCCc2ccccc2)cc(OC)c1O,2010,1527
CNc1nc(N)c(C(=O)C23CC4CC(CC(C4)C2)C3)s1,1807,1423
CCCCC(=O)OCC(=O)c1cc(C)n(-c2c(C)n(C)n(-c3ccccc3)c2=O)c1C,1427,1478
COc1ccc(NC(=O)CC2Nc3cccc4cccc(c34)NC2=O)cc1 (centres undefined),1805,1860
CC(C)Cn1c(/C=C/c2ccco2)nc2ccccc21,1972,1658

(continued)
compound,SRC1 TRFRET art,SRC3 TRFRET art
CCN(C(=O)CSc1cc(-c2ccccc2)c2ccc(OC)cc2n1)C1CCS(=O)(=O)C1 (centres undefined),1853,1539
O=Cc1c(C(=O)O)n(CC(=O)O)c2ccccc12,1823,1587
CCOc1ccc(NC(C)=O)cc1[N+](=O)[O-],1646,1694
Cc1cccc2nc(-c3cccnc3)c(NCCC(C)C)n12,1895,1547
CCCCCCCNC(=O)c1ccc(N2CCC3(CC2)OCCO3)c([N+](=O)[O-])c1,1737,1507
CCC(=O)c1c[nH]c(C(=O)N2CCN(c3ccccc3)CC2)c1,1981,1764

2 records drawn at random from the list so far:
compound,SRC1 TRFRET art,SRC3 TRFRET art
COCCNC(=O)CSc1ccc(Cl)cc1,1581,1519
CCCOC(=O)CC1C(=O)NCCN1Cc1cc(OC)cc(OC)c1 (centres undefined),1630,1576

Bioassay records deposited in PubChem BioAssay by The Scripps Research Institute Molecular Screening Center.
